RTF Ca sens inh = cardiac RTF calcium desensitization; 0.12% of 340,000 active; P19429+P45379; IANBD-labeled cardiac RTF, Ca2+ fluorescence; inhibition, % at 7.15 µM;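 active means inhibition above the mean inhibition of all tested compounds plus 3 SD, cut at about 17% in these data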;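 further: assay run at fixed EC70 calcium of 1.6 mM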
V-ATPase pH = alters yeast V-ATPase proton transport; S. cerevisiae, pHLuorin cytosolic pH fluorescence; response, % at 10 µM; 0.37% of 350,000 active; in the data active means response mostly above about 7.3%, no sharp cut-off; inactive means mostly below about 5.4%; further: actives read high; inactives centre near 0; some compounds called inactive have numbers as strong as hits
Arrestin-AP2 inh = inhibitors of human beta-arrestin and AP2 interaction; FITC-arrestin peptide / GST-AP2 beads, flow cytometry; AP2 beta2 appendage carries R879A mutation; inhibition, % at 10 µM; 0.31% of 340,000 active;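 active means inhibition above a set limit, near 3 SD of compounds lacking own fluorescence, cut at about 54% in these data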;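 further: plate controls were DMSO wells for no effect and 5 µM unlabelled arrestin peptide for full effect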
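system = GST-tagged AP2 beta2-adaptin appendage (R879A) on 4 µm glutathione beads | reagent = FITC-labelled arrestin peptide probe, 50 nM final | schedule = compound with beads 12 min RT, then probe 1 h RT | signal = HyperCyt-sampled flow cytometry, FL1 channel, ex 488/em 535 nm | read-out = percent response from loss of bead-bound FITC fluorescence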
CAL PDZ FP-1 = blocks peptide binding to human CAL PDZ domain; purified CAL PDZ, TMR-peptide fluorescence polarization, 1 h; 0.02% of 330,000 active; Q9HD26; AID 504414; inhibition, % at 20 µM;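 active means highest replicate inhibition of at least 40%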;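 further: plate controls were DMSO neutral control wells for no effect and unlabeled competitor peptide control wells for full effect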
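Test system: purified CerCALP PDZ construct; Compound dosing: one concentration, 20 µM compound; Also added: TMR-labelled reporter peptide T*-PRC34 bound in PDZ groove; Read-out: inhibition from polarization loss; Controls: unlabelled peptide and DMSO controls; Signal: FP readout, S and P plane fluorescence; Incubation: 1 h at RT.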
DAGLB inh = blocks human DAGLB lipase activity. Q8NCG7. HEK293T DAGLB membrane lysate, EnzChek fluorogenic substrate. inhibition, % at 5.17 µM. 0.059% of 340,000 active. AID 504411; in the data active means inhibition above about 34%;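 further: 0% = enzyme with vehicle and 100% = wells lacking enzyme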
C-LANA FP = blocks KSHV LANA C-terminal domain binding to DNA; MBP-C-LANA/FAM-LBS DNA binding, fluorescence polarization; inhibition, % at 9 µM; 0.078% of 340,000 active; AID 504423;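 active means highest replicate inhibition at or above 60% at 9 µM, even if other replicates fall short; inactive means all replicates below 60% inhibition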;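 further: 0% = neutral control wells and 100% = 4 µM acridine orange control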
CAL PDZ FP-2 = blocks peptide binding to the human CAL PDZ domain. Q9HD26. 0.92% of 300,000 active. inhibition, % at 24.9 µM. AID 602252. purified CAL PDZ, TMR-peptide fluorescence polarization, 1 h;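 active means mean inhibition of at least 30% with at least half of replicates also reaching 30%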;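 further: 0% = DMSO neutral control and 100% = excess unlabeled competitor peptide PRC23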
DSG3 Ab inh = human desmoglein-3 autoantibody binding inhibition. P32926. DSG3-coupled beads, scFv-anti-DSG3-GFP binding, flow cytometry; hits give low values. binding (percent of control), % at 10 µM. 0.48% of 310,000 active;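 active means binding more than 3 SD below its plate's average and above zero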;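 further: hits lower antibody fragment binding to DSG3; some compounds called inactive have numbers as strong as hits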
Target sequence (P32926 whole entry, looked up, the tested form may be a part): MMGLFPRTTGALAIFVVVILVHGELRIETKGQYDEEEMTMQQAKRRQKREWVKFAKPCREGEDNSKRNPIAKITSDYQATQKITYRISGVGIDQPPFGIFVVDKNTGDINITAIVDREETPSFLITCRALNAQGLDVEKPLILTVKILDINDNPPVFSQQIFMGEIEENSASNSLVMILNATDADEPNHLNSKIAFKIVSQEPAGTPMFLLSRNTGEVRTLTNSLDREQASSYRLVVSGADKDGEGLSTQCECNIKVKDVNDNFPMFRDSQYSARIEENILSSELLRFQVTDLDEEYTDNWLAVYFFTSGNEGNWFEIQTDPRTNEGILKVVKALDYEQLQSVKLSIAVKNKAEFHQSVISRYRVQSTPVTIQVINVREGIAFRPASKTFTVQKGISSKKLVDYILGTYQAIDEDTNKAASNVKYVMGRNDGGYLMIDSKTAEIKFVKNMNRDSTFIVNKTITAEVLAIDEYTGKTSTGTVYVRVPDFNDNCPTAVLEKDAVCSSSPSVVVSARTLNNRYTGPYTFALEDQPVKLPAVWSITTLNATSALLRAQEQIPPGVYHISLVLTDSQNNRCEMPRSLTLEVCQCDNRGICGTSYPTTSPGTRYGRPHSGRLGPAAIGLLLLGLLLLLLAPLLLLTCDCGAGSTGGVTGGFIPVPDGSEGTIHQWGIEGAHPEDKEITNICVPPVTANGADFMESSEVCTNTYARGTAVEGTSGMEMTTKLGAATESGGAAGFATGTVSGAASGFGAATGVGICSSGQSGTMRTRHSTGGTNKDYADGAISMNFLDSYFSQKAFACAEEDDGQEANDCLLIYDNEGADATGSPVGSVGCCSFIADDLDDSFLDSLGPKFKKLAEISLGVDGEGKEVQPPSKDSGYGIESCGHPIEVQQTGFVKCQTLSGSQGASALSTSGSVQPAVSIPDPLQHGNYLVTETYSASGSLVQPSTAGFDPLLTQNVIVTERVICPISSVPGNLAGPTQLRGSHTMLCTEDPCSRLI
NSD2 HMT inh = NSD2 (human) methyltransferase inhibition | O96028 | NSD2 peptide methylation, AlphaScreen, 120 min | inhibition, % at 12.5 µM | 0.54% of 310,000 active | AID 743445; in the data active means inhibition above about 50%
Keap1 Nrf2 FP = disrupts human Keap1 binding to Nrf2 peptide; Keap1 Kelch-Nrf2 peptide fluorescence polarization, 1536-well; AID 504523; inhibition, % at 9.4 µM; 0.15% of 340,000 active; Q14145; in the data active means inhibition above about 12%;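 further: human Keap1 Kelch domain with fluorescein labeled Nrf2 9mer peptide probe; 0% = neutral control wells and 100% = peptide positive control; higher means more block of Keap1 binding to Nrf2 peptide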
Starred values were filed as active, the others as inactive; . = no result given; + = active, no number. An excerpt; rates above refer to the full screens.

Screens in order: RTF Ca sens inh | V-ATPase pH | Arrestin-AP2 inh | CAL PDZ FP-1 | DAGLB inh | C-LANA FP | CAL PDZ FP-2 | DSG3 Ab inh | NSD2 HMT inh | Keap1 Nrf2 FP
(1) O=C(NC(=S)Nc1ccc(CN2CCOCC2)cc1)c1ccc([N+](=O)[O-])cc1Cl
→ 0 | 0 | . | -0.9 | 2 | 1.2 | 2 | 113 | 0 | -2
(2) O=c1[nH]c2ccc(S(=O)(=O)NCc3ccccn3)cc2s1
→ 4 | 0 | -4 | . | -2 | 1.0 | -2 | . | . | -2
(3) O=CNC(=O)c1ccccc1C(=O)O
→ -6 | 0 | 3 | 0.9 | -1 | 4.3 | -1 | 104 | 0 | -5
(4) CSCC[C@H](NC(=O)C1CCN(C(=O)[C@@H](N)Cc2ccccc2)CC1)C(=O)O
→ -1 | -1 | -2 | 1.3 | -1 | 0.6 | 1 | 103 | -4 | -9
(5) Cc1ccc2c(c1)cc1c(=O)n(CC(=O)N3CCCC3)nc(C)n12
→ -5 | -2 | 9 | -1.5 | 2 | -2.6 | . | 103 | . | -5
(6) Cc1cccc(CNc2ccc(S(=O)(=O)N3CCCCC3)cc2)c1
→ 2 | 7 | -6 | 0.6 | -4 | -0.9 | -3 | 98 | -1 | -4
(7) O=C1Cc2ccccc2C(c2ccc(Cl)cc2)N1 (centres undefined)
→ 8 | 1 | -1 | -2.0 | 2 | -3.5 | -6 | 99 | -1 | 2
(8) O=C(COC(=O)c1ccc([N+](=O)[O-])cc1)NC1CCCC1
→ -10 | -3 | 45 | 0.1 | 3 | 3.7 | -3 | 106 | -8 | 7
(9) CCCCN(C)C(=O)c1nc2ccccn2c1CN1CCN(C/C=C/c2ccccc2)CC1
→ -11 | 1 | -2 | -2.8 | -1 | -0.4 | -7 | 83 | 2 | -2
(10) CCOC(=O)CC(NC(=O)c1ccco1)c1ccccc1Cl (centres undefined)
→ -2 | -5 | 31 | 0.1 | -4 | -0.2 | -7 | 112 | -2 | -5
(11) CC(=O)N1CCN(C(=S)NC(=O)c2ccc(S(=O)(=O)N3CCOCC3)cc2)CC1
→ 7 | 2 | -10 | -0.6 | -1 | 0.5 | -2 | 96 | -2 | 2
(12) O=C(CSc1ccc(F)cc1)NC1CCCCC1
→ -6 | 1 | 0 | -0.7 | 0 | -0.3 | -5 | 117 | -2 | 1
(13) Cc1ccc(C(C)(C)C)cc1S(=O)(=O)Nc1nc2ccccc2nc1Cl
→ -7 | 4 | 8 | -1.1 | 15 | -1.7 | -4 | 99 | . | 5
(14) C(=NN1CCCCCC1)c1cccc2ccccc12
→ 2 | -1 | 33 | 0.3 | -3 | 0.2 | -2 | 91 | 1 | 0
(15) Cc1sc2nc(C3CC3)nc(NCCNS(=O)(=O)c3ccccc3)c2c1C
→ -1 | -3 | 3 | -1.4 | 0 | 1.5 | -1 | 81 | -1 | 0
(16) COc1ccc(C(=O)COC(=O)CN2C(=O)C3CC=CCC3C2=O)c(OC)c1 (centres undefined)
→ -7 | 0 | -3 | -0.9 | -2 | -0.8 | . | 103 | 3 | -3
(17) OC(CNCc1ccc(Cl)c(Cl)c1)c1ccccc1 (centres undefined)
→ 10 | -4 | -17 | -0.4 | 0 | -1.2 | 0 | 102 | -4 | -2
(18) NC(=O)N\N=C/C=C/C=C/c1ccc(F)cc1
→ 1 | 1 | -3 | -0.1 | 1 | 1.9 | . | 106 | -3 | -4
(19) CC(C)C(=O)N=C1SC2CS(=O)(=O)CC2N1Cc1ccc(Cl)cc1 (centres undefined)
→ -2 | -3 | 15 | 0.6 | -2 | 0.7 | 0 | . | -5 | 0
(20) Cc1ccc(S(=O)(=O)N(Cc2cccc(Cl)c2)C(=O)N2CCN(C)CC2)cc1
→ 5 | -3 | 6 | -0.1 | -1 | 0.5 | -5 | 102 | -4 | 1
(21) CCCCNc1nc2c(c(=O)[nH]c(=O)n2C)n1CCCc1ccccc1
→ . | 0 | . | . | 1 | . | . | 106 | 0 | .
(22) O=C(N1CCN(c2ccc(F)cc2)CC1)C1(c2cccs2)CCOCC1
→ 0 | 6 | 11 | 0.4 | -3 | -0.4 | 0 | 97 | -3 | -5
(23) CC(NC(=O)Nc1ccccn1)N1C(=O)C2C3C=CC(C3)C2C1=O (centres undefined)
→ 6 | -2 | 13 | -1.4 | 0 | 2.5 | -3 | 113 | 3 | -2
(24) CCn1ncc(/C=N\NC(=O)COc2ccccc2)c1C
→ 1 | -1 | 4 | -1.1 | -4 | -0.8 | -4 | 94 | -2 | -2
(25) CNc1cc([N+](=O)[O-])ccc1OCc1ccccc1
→ 4 | 1 | 4 | 0.9 | 5 | 2.1 | -3 | 89 | -1 | -4
(26) COc1ccc(Oc2c(Cl)cnn(-c3ccc(C)cc3)c2=O)cc1
→ 2 | 6 | 30 | . | -3 | 3.8 | -8 | 98 | 16 | 2
(27) O=C(COC(=O)C12CC3CC(CC(O)(C3)C1)C2)NC(=O)NCc1ccco1
→ -1 | 0 | 9 | 0.8 | -2 | -2.3 | -1 | . | 2 | -4
(28) Cc1cc(=O)n(-c2ccc(C(=O)O)cc2)[nH]1
→ -2 | -3 | -3 | -3.1 | 0 | 0.3 | . | 105 | 29 | 0
(29) CCOC(=O)CNC(=O)N1CCCC(CNS(=O)(=O)Cc2ccccc2)C1 (centres undefined)
→ 4 | 3 | 6 | -1.1 | 1 | -0.8 | 0 | 105 | -1 | 5
(30) O=[N+]([O-])c1ccc2nc(-c3ccncc3)[nH]c2c1
→ -6 | 1 | 11 | -2.2 | -1 | -1.3 | + | 109 | -1 | -2
(31) CCC(c1nnnn1Cc1ccccc1)N1CCN(c2ccc(OC)cc2)CC1 (centres undefined)
→ 8 | 1 | 4 | -0.9 | -5 | 0.6 | -3 | 100 | 2 | 3
(32) CCCN(CCC)S(=O)(=O)c1cccc(C(=O)N=c2sccn2C)c1
→ -8 | 3 | 4 | -0.8 | 0 | -0.9 | 3 | 105 | -1 | -2
(33) CCCCn1c(N)c(N(C(=O)CSc2nnnn2-c2ccc(C)cc2)C2CCCC2)c(=O)[nH]c1=O
→ 6 | 0 | 10 | -2.4 | 4 | 0.5 | . | 104 | 3 | -3
(34) CCN(C(=O)CSc1cccc[n+]1[O-])c1ccccc1
→ 1 | 1 | 1 | -0.2 | -1 | 0.3 | . | 102 | -4 | -2
(35) OC(CN1CCOCC1)Cn1c2c(c3ccccc31)CCCC2 (centres undefined)
→ -2 | 2 | 13 | -2.3 | 1 | 4.6 | 0 | 96 | 5 | -3
(36) Cc1c(C)c2ccc(OC(C)C(=O)NCCCn3ccnc3)c(C)c2oc1=O (centres undefined)
→ -8 | -2 | -13 | -0.5 | 1 | 0.4 | 71* | . | -2 | -3
(37) CCCOc1ccc(C(=O)N2CCCC2)cc1OC
→ 6 | 6 | 11 | -0.8 | 0 | -1.0 | -3 | 99 | -3 | -5
(38) Cc1ccc(NC(=O)CN2C(=O)S/C(=C\c3cccn3-c3cccc(C(=O)O)c3)C2=O)cc1C
→ 6 | 0 | -9 | -0.6 | 1 | -0.5 | -4 | 99 | 1 | -1
(39) CN(C)c1nc2n(c(=S)n1)CCS2
→ -9 | 6 | 3 | -3.9 | -2 | -0.6 | -5 | 106 | -3 | -15
(40) CCOC(=O)c1[nH]c(C)c(C(=O)N2CCCC(Nc3ccc(C)c(C)c3)C2)c1C (centres undefined)
→ -1 | 0 | 3 | -2.4 | 1 | -0.1 | 0 | 97 | 6 | -5
(41) S=C(Nc1ccc(Br)cc1)Nc1ccc2c(c1)OCCO2
→ 7 | 4 | -11 | -0.5 | -2 | -3.3 | 1 | 113 | 0 | 2
(42) CCOC(=O)c1c(C)[nH]c(C(=O)CN2C(=O)C(=O)N(CC(C)C)C2=O)c1C
→ -9 | 6 | 56* | 3.1 | 0 | 0.0 | -1 | 103 | -8 | 1
(43) CC(=O)Nc1cccc(NC(=O)c2ccc(C)c([N+](=O)[O-])c2)c1
→ -22 | 6 | 19 | -0.5 | 0 | -0.7 | -6 | 103 | 0 | 2
(44) O=C(CCc1nnc(CCCc2ccccc2)o1)NCCc1ccco1
→ 4 | -1 | -3 | -0.4 | 1 | 0.6 | 3 | 108 | -1 | -1
(45) COC(=O)CNC(c1ccccc1)c1cc(C)ccc1NC(=O)c1cccc(Cl)c1 (centres undefined)
→ -8 | 6 | -4 | -0.8 | -17 | -0.5 | 0 | 109 | . | -6
(46) CCCCCc1c(C)nc(Nc2ccc(F)cc2)[nH]c1=O
→ 5 | 2 | -7 | -0.9 | -2 | 0.7 | -3 | 104 | -2 | 1
(47) COc1ccc(C(C#N)(CC(=O)O)c2cnccn2)cc1OC (centres undefined)
→ 3 | -2 | 3 | 1.4 | 1 | 0.5 | -2 | 100 | . | -7
(48) CCOc1cc(/C=N/O)cc(Br)c1OCc1ccc(Cl)cc1
→ 1 | -1 | 3 | -1.5 | -9 | 1.1 | -2 | 110 | 2 | 3
(49) c1ccc(-n2cnnc2SCc2cn3ccccc3n2)cc1
→ -2 | -2 | -1 | . | -1 | 0.8 | -7 | 101 | 3 | -4
(50) Cc1cccc(NC(=O)CSc2ccc(-c3cccnc3)nn2)c1
→ 0 | 1 | -10 | -2.9 | 1 | -1.8 | 9 | 98 | 10 | -6
(51) Cc1onc(-c2ccccc2)c1C(=O)NCCc1ccc(Cl)cc1
→ 0 | 7 | 13 | -3.6 | -2 | -0.6 | -6 | 69 | -1 | -2
(52) Cc1ccc(C)c(S(=O)(=O)NCc2ccc(C(=O)N3CCN(C)CC3)cc2)c1
→ 2 | -1 | 4 | -1.7 | -4 | 8.5 | -3 | 107 | 4 | -9
(53) Cc1ccccc1N1CCN(C2=NC(=O)/C(=C/c3cn[nH]c3-c3ccccc3)S2)CC1
→ -6 | 8.3* | 0 | -3.2 | -4 | -0.8 | -2 | 133 | -3 | 0
(54) C=CCn1c(SCC(=O)Nc2c(C)n(C)n(-c3ccccc3)c2=O)nc2ccccc2c1=O
→ -6 | 5 | -3 | 0.5 | 1 | 0.7 | . | 104 | -2 | -1
(55) CCN(CC)S(=O)(=O)c1ccc(NC(=O)C2CC(=O)N(c3ccc4c(c3)OCCO4)C2)cc1 (centres undefined)
→ -6 | -3 | 1 | -0.1 | -2 | -1.2 | -2 | 107 | 1 | 2
(56) CC(Oc1ccc(Cl)cc1Cl)c1nc(-c2ccc(NC(=O)c3cccnc3)cc2)no1 (centres undefined)
→ -6 | -1 | 2 | 0.2 | -1 | -0.6 | -2 | 118 | -1 | -10
(57) CC1CCc2nc(NC(=O)CN3CCN(c4ccccc4)CC3)sc2C1 (centres undefined)
→ -5 | 5 | 3 | -0.6 | -3 | 1.3 | -1 | 99 | 20 | -2
